# Bim-Bcl-2 = disrupts Bim peptide binding to human Bcl-2. P10415. Bead-based flow cytometry, Bim peptide-Bcl-2 binding. inhibition, % at 10 µM. hit rate 0.06% among 190,000. AID 950; in the data active = inhibition above about 40%; inconclusive = no clear call, values can overlap the other calls;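 also: 0% = no compound wells with probe peptide and 100% = reference peptide inhibitor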
# Rac1 mut GTP = human Rac1 activated mutant GTP binding change | GST-Rac1 activated beads, fluorescent GTP binding, flow cytometry; actives lie on both sides; 100% means binding = to untreated wells | P63000 | hit rate 0.11% among 190,000 | percent activity (GTP binding), % at 10 µM;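 active = GTP binding at least 20 percentage points away from the 100% baseline, in either direction, so actives lie on both sides; inconclusive = Compound likely fluorescent itself, or too few beads counted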
# Cdc42 wt = modulators (inhibitors or activators) of GTP binding to human Cdc42 wildtype. P60953. GST-Cdc42 beads, Bodipy-GTP binding, flow cytometry; actives lie on both sides. percent activity (GTP binding), % at 10 µM. hit rate 0.2% among 190,000. AID 761;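 active = percent activity GTP binding at least 20 points away from the 100% baseline, either down as inhibitor or up as activator; inconclusive = compound flagged as likely green fluorescent from well-wide comparison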;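 also: median bead fluorescence of bound Bodipy-FL-GTP at 100 nM; 0% = excess unlabeled GTP control and 100% = no compound control; below 100% means less GTP binding so inhibitor and above means activator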
# Target sequence (P60953 whole entry, looked up): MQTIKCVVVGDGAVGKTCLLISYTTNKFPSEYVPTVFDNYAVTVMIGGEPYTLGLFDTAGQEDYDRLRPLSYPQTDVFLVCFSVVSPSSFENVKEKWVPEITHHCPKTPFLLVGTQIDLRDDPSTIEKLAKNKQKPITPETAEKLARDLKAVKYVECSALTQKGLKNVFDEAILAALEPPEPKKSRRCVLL
# Bim-Bcl-W = inhibitors of Bim-Bcl-W interaction, human; Q92843; bead-based flow cytometry, Bim peptide-Bcl-W binding; inhibition, % at 10 µM; hit rate 0.02% among 190,000; AID 952;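 also: 0% = bound tracer without compound and 100% = peptide blocker; higher means less fluorescent Bim peptide bound to Bcl-W beads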
# Target sequence (Q92843 whole entry, looked up): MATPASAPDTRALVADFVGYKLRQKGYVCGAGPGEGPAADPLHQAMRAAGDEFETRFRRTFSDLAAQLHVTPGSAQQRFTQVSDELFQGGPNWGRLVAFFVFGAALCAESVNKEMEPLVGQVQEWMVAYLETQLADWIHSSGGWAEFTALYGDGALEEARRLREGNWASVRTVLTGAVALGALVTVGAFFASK
# HRas wt GTP bind = human HRas wildtype GTP binding, change in either direction | P01112 | GST-Ras wt beads, Bodipy-FL-GTP binding, flow cytometry; actives lie on both sides | GTP binding activity, % at 10 µM | hit rate 0.14% among 190,000 | AID 759;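 active = GTP binding activity at least 20% away from the 100% baseline, either lowered as inhibitor or raised as activator; inconclusive = flagged as likely green fluorescent, judged across all proteins in the well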;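 also: 0% = unlabeled GTP competition control and 100% = no-compound control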
# Target sequence (P01112 whole entry, looked up): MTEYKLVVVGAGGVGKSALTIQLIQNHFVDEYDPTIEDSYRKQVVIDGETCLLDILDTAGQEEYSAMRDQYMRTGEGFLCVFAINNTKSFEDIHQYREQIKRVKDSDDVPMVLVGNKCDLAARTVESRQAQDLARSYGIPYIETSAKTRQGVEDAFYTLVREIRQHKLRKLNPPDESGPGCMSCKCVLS
# Bim-Bfl-1 = human Bim-Bfl-1 interaction inhibition. Bead-based flow cytometry, Bim-Bfl-1 binding inhibition. inhibition, % at 10 µM. Q16548. AID 1008. hit rate 0.12% among 190,000;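 also: 0% = wells without compound plus tracer and 100% = blocker peptide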
# Rab2A wt mod = changes GTP binding to wildtype dog Rab2A, up or down. P61105. GST-Rab2 wt beads, Bodipy-GTP binding, flow cytometry. GTP binding activity, % at 10 µM. hit rate 0.19% among 190,000. AID 760;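 active = GTP binding activity at least 20 points away from 100%, either lowered or raised; inconclusive = signal likely due to the compound's own green fluorescence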;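 also: 0% = beads with excess unlabeled GTP and 100% = no-compound control corrected for plate trend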
# Bcl-XL Bim block = inhibitors of Bim-Bcl-XL interaction, human; Bim peptide-Bcl-XL binding, bead flow cytometry, fluorescence; inhibition, % at 10 µM; hit rate 0.04% among 190,000
# Target sequence (Q07817 whole entry, looked up): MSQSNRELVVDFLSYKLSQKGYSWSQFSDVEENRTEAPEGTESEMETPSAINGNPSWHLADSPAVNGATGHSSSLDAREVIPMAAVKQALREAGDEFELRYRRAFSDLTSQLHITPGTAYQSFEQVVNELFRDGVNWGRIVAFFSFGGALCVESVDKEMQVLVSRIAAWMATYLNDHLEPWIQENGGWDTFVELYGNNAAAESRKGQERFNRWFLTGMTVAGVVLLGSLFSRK
# Rab7 wt modul = dog Rab7 wildtype GTP binding, inhibitors and activators; GST-Rab7 beads, fluorescent GTP binding, flow cytometry; actives lie on both sides; untreated = 100%, excess cold GTP = 0%; GTP binding activity (percent of control), % at 10 µM; hit rate 0.055% among 190,000; AID 758;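 active = fluorescent GTP binding to Rab7 beads changed by at least 20 points from the 100% baseline, either direction, mostly lower; inconclusive = compound itself probably fluorescent, or too few beads counted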;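 also: median green fluorescence of bound Bodipy-FL-GTP per Rab7 bead population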
# Rac1 wt GTP bind = alters GTP binding to wildtype human Rac1; AID 757; hit rate 0.27% among 190,000; P63000; GST-Rac1 beads, fluorescent GTP binding, flow cytometry; actives lie on both sides; 0 = cold GTP competed, 100 = untreated; GTP binding activity (% of control), % at 10 µM;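 active = GTP binding activity at least 20 points away from the 100% control level, either lower or higher; inconclusive = compound flagged as likely green fluorescent, judged across all proteins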
# Bim-Bcl-B = human Bim-Bcl-B interaction inhibition; bead-based flow cytometry, Bim peptide-Bcl-B binding; AID 951; Q9HD36; inhibition, % at 10 µM; hit rate 0.073% among 190,000;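 also: 0% = tracer peptide without compound and 100% = reference inhibitor peptide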
# Target sequence (Q9HD36 whole entry, looked up): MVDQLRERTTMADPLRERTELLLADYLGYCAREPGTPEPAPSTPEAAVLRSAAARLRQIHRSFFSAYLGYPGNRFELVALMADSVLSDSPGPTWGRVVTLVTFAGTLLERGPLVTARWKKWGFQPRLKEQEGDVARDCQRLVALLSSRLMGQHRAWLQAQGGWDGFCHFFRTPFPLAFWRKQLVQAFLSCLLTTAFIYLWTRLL
# * marks the source's active call; other numbers are inactive results; ? = inconclusive. Rule as the data show it, unless noted: active = inhibition above about 40%.
SMILES,Bim-Bcl-2,Rac1 mut GTP,Cdc42 wt,Bim-Bcl-W,HRas wt GTP bind,Bim-Bfl-1,Rab2A wt mod,Bcl-XL Bim block,Rab7 wt modul,Rac1 wt GTP bind,Bim-Bcl-B
COc1ccccc1NC(=O)CCN1CCCCCC1,-9.0,100.0,102.0,-3.0,102.0,-19.0,103.0,-15.0,105.0,107.0,-12.0
Cn1c(CNC(=O)Nc2ccccc2)nnc1SCc1ccccc1,-3.0,99.0,100.0,-3.0,101.0,-4.0,99.0,-2.0,98.0,101.0,-1.0
COC(=O)c1ccc(-n2nnnc2SCC(=O)NCc2cccc(C(=O)O)c2)cc1,0.0,99.0,101.0,0.0,101.0,0.0,100.0,1.0,98.0,102.0,-3.0
COC(=O)c1ccc(OC)c(CSc2nnc(COc3cccc(C)c3)o2)c1,-9.0,99.0,103.0,-1.0,103.0,-12.0,102.0,-17.0,104.0,102.0,-14.0
O=[N+]([O-])c1cc(Cl)ccc1NCCNS(=O)(=O)c1ccccc1,-6.0,97.0,103.0,-4.0,96.0,-7.0,96.0,-3.0,96.0,101.0,-8.0
CCc1cc(=O)oc2cc(C)c3c(C)coc3c12,-2.0,92.0,96.0,-3.0,94.0,-1.0,93.0,-4.0,93.0,95.0,-3.0
CC(=O)Nc1ccc(OC(=O)c2ccco2)cc1,5.0,100.0,100.0,1.0,100.0,4.0,97.0,-3.0,98.0,106.0,-1.0
COc1ccc(CNC(=O)C/C(C)=N/NC(=O)Cc2ccc(OC)cc2)cc1,1.0,98.0,102.0,-1.0,102.0,0.0,100.0,-4.0,100.0,103.0,-4.0
COc1ccc(N(CC(=O)Nc2ccc(C)cc2C)S(=O)(=O)c2ccccc2[N+](=O)[O-])c(OC)c1,-1.0,93.0,94.0,1.0,95.0,-1.0,97.0,-1.0,98.0,96.0,-5.0
COc1ccc(NC(=O)Cn2nnc(-c3ccccc3NS(=O)(=O)c3ccc(OC)cc3)n2)cc1,0.0,97.0,96.0,-3.0,97.0,-1.0,97.0,-7.0,98.0,97.0,-6.0
Cc1ccccc1NC(=O)c1sc2nc3c(c(-c4ccco4)c2c1N)CCCC3,-2.0,98.0,99.0,1.0,101.0,-7.0,97.0,0.0,98.0,103.0,-3.0
Cc1[nH][nH]c(=O)c1C(c1c(C)[nH][nH]c1=O)c1cn(Cc2ccc(F)cc2)c2ccccc12,1.0,98.0,89.0,-1.0,98.0,1.0,98.0,-5.0,92.0,97.0,-3.0
O=c1ccnc(SCCC(F)=C(F)F)[nH]1,-3.0,99.0,98.0,-3.0,98.0,-10.0,99.0,-3.0,101.0,104.0,-7.0
Cc1ccc(C(=O)Oc2coc(CSc3nnc(NC(=O)C4CC4)s3)cc2=O)cc1C,5.0,95.0,94.0,-3.0,96.0,4.0,95.0,-1.0,94.0,96.0,5.0
O=C(Nc1cccc(Cl)c1)Nc1nnc(-c2ccncc2)s1,-20.0,100.0,103.0,-2.0,99.0,-6.0,99.0,-8.0,97.0,106.0,-12.0
CC(=O)Nc1ccc(/C(C)=N/NC(=O)c2ccc(F)cc2)cc1,0.0,103.0,105.0,-2.0,102.0,-1.0,103.0,-5.0,100.0,105.0,-4.0
Fc1cc2nc(-c3ccncc3)[nH]c2cc1F,1.0,94.0,96.0,2.0,99.0,-2.0,99.0,0.0,100.0,99.0,1.0
CCNC(=S)Nc1c(C)n(C)n(-c2ccccc2)c1=O,-2.0,99.0,105.0,-2.0,102.0,-9.0,103.0,-4.0,101.0,106.0,-3.0
C[C@@H]1CN(C2CCN(Cc3nc(C(c4ccccc4)c4ccccc4)no3)CC2)C[C@H](C)O1,-4.0,97.0,101.0,-2.0,99.0,-4.0,100.0,-2.0,100.0,101.0,-4.0
CC(C)CNC(=O)NC(=O)COC(=O)c1cc([N+](=O)[O-])ccc1NCc1ccccc1Cl,-1.0,94.0,98.0,0.0,97.0,-3.0,99.0,0.0,99.0,102.0,0.0
Cc1[nH]n(-c2ccccc2)c(=O)c1/C=N/NC(=O)c1cccc([N+](=O)[O-])c1,-3.0,97.0,100.0,-2.0,100.0,-4.0,100.0,0.0,103.0,98.0,1.0
CC(=O)OCC(=O)N1N=C(c2ccc3ccccc3c2)CC1c1ccccc1 (stereo not given),-1.0,97.0,94.0,0.0,97.0,-7.0,95.0,0.0,96.0,98.0,-2.0
Cc1ccc(CNC(=O)COC(=O)Cn2nc(C)c([N+](=O)[O-])c2C)cc1,-1.0,97.0,95.0,0.0,97.0,-1.0,98.0,-1.0,103.0,98.0,3.0
COc1ccc(C(=O)N2CCCC2)cc1S(=O)(=O)N1CCOCC1,0.0,94.0,97.0,1.0,95.0,0.0,95.0,-7.0,92.0,93.0,-1.0
O=C(COc1ccccc1CNCc1ccccc1)Nc1ccccc1,-14.0,101.0,100.0,0.0,101.0,-15.0,101.0,-6.0,105.0,105.0,-11.0
CCn1c(SCC(=O)N/N=C/c2cc(OC)c(O)c(OC)c2)nc2ccccc21,1.0,96.0,99.0,0.0,96.0,9.0,95.0,-3.0,97.0,98.0,0.0
OCc1cn(-c2ccccc2)nc1-c1cccnc1,-7.0,100.0,103.0,-1.0,101.0,-17.0,100.0,-5.0,100.0,104.0,-8.0
CCOC(=O)c1nnn(CC(=O)Nc2cc(F)ccc2F)c1C(=O)OCC,0.0,94.0,97.0,2.0,98.0,1.0,98.0,0.0,98.0,97.0,-1.0
O=C(O)c1ccc(NCCC2=CCCCC2)c([N+](=O)[O-])c1,0.0,97.0,96.0,-3.0,96.0,-4.0,97.0,-4.0,95.0,98.0,-4.0
COc1cc([N+](=O)[O-])ccc1N,-6.0,98.0,104.0,-4.0,101.0,-17.0,98.0,-8.0,101.0,104.0,-10.0
Cc1ccccc1N(C)S(=O)(=O)c1ccc2[nH]cc(C(=O)NCC3CCCO3)c(=O)c2c1 (stereo not given),-6.0,96.0,105.0,-2.0,101.0,-12.0,100.0,-11.0,101.0,106.0,-10.0
Cn1cnc(S(=O)(=O)Nc2ccc(OC(F)(F)F)cc2)c1,3.0,98.0,95.0,2.0,97.0,10.0,99.0,4.0,97.0,96.0,10.0
O=C(COC(=O)CC(c1ccccc1)c1ccccc1)Nc1cccc(F)c1,-10.0,97.0,100.0,-6.0,97.0,-5.0,96.0,-8.0,98.0,102.0,-11.0
O=C(NNC(=O)c1cccs1)c1ccc2ccccc2c1,-1.0,92.0,93.0,-3.0,95.0,-3.0,97.0,-3.0,100.0,94.0,-1.0
O=C(Nc1ccccc1N1CCCCC1)c1cccc(F)c1,-11.0,92.0,93.0,0.0,93.0,-15.0,93.0,0.0,94.0,88.0,-10.0
OCC1(Cc2ccccc2)CCN(Cc2ccc(C(F)(F)F)cc2)CC1,-5.0,96.0,96.0,-3.0,95.0,-6.0,97.0,-5.0,98.0,95.0,-4.0
O=S(=O)(c1ccc2nc(SCc3cccc(Cl)c3)[nH]c2c1)N1CCOCC1,0.0,?,?,-2.0,?,0.0,?,-6.0,?,?,-4.0
O=C(Cc1cc(=O)[nH]c(=O)[nH]1)NCC1CCCO1 (stereo not given),0.0,100.0,102.0,-3.0,102.0,0.0,102.0,-2.0,101.0,106.0,-2.0
Cc1cc(C)nc(SCC(=O)OCN2C(=O)c3ccccc3C2=O)n1,-3.0,101.0,102.0,-3.0,97.0,-2.0,98.0,2.0,97.0,105.0,-8.0
O=C1OCCN1C(=O)[C@H]1[C@H](c2ccc(Cl)cc2)C(c2cccc(Cl)c2)=NN1c1ccccc1,1.0,99.0,97.0,0.0,99.0,6.0,101.0,0.0,101.0,102.0,-4.0
CSc1nc2c(c(-c3ccc(O)cc3)c1C#N)CCC2,1.0,?,?,0.0,?,-1.0,?,-7.0,?,?,0.0
Cc1oc(-c2ccc3ccccc3c2)nc1CN(C)C(C)c1ccncn1 (stereo not given),-1.0,99.0,102.0,-2.0,100.0,-4.0,103.0,-3.0,101.0,103.0,-3.0
CSc1ncc(S(=O)(=O)c2ccccc2)c(=O)[nH]1,-1.0,93.0,97.0,-2.0,95.0,-2.0,98.0,-4.0,102.0,98.0,-5.0
COc1cc(C(=O)OCC(=O)N(C)Cc2ccccc2)cc(OC)c1OC,-1.0,97.0,100.0,1.0,99.0,5.0,98.0,4.0,99.0,101.0,4.0
COCCn1c(Sc2ccc(C)cc2)nc2c1c(=O)[nH]c(=O)n2C,-2.0,102.0,104.0,-2.0,104.0,-1.0,105.0,-2.0,100.0,104.0,-3.0
CCOC1=NN(c2ncc(C(F)(F)F)cc2Cl)C(=O)C1,-1.0,95.0,97.0,0.0,96.0,-7.0,97.0,-3.0,91.0,98.0,-2.0
O=C(NCCCn1ccnc1)c1noc2c1CCc1ccccc1-2,-2.0,99.0,101.0,-1.0,102.0,-3.0,102.0,-4.0,97.0,99.0,-7.0
Cc1ccccc1NC(=S)NC(C)C(c1cccs1)N1CCOCC1 (stereo not given),-1.0,97.0,100.0,-4.0,100.0,-2.0,100.0,-3.0,97.0,102.0,-4.0
O=C(Nc1ccc2c(c1)OCCO2)C1CCN(S(=O)(=O)c2ccccc2)CC1,0.0,98.0,96.0,-2.0,95.0,4.0,96.0,0.0,96.0,102.0,0.0
COc1ccc(C(=O)/C(=C\c2ccco2)N2C=CC=CC2=C(C#N)C#N)cc1,0.0,98.0,101.0,-3.0,101.0,8.0,102.0,-2.0,103.0,105.0,-7.0
O=C(O)C1CC=CCC1C(=O)N1CC=C(c2ccccc2)CC1 (stereo not given),0.0,93.0,98.0,2.0,97.0,-1.0,98.0,0.0,105.0,99.0,-4.0
N#Cc1ccccc1Cn1cc(/C=C/[N+](=O)[O-])c2ccccc21,11.0,92.0,91.0,5.0,98.0,14.0,96.0,6.0,99.0,98.0,-18.0
CC/C=C\[C@H](O)[C@H](O)C1=C(C)C(=O)[C@]2(O1)C(=O)N[C@@](OC)(C(=O)c1ccccc1)C2O (stereo not given in full),-4.0,96.0,96.0,0.0,96.0,-3.0,96.0,-1.0,103.0,97.0,-2.0
CCOC(=O)c1c(NC(=O)COC(=O)c2c(C)noc2C)sc2c1CCC2,0.0,97.0,99.0,0.0,100.0,0.0,101.0,-1.0,100.0,104.0,-3.0
O=C(COC(=O)Cc1ccccc1[N+](=O)[O-])NCc1ccc(Cl)cc1,-6.0,102.0,101.0,-1.0,102.0,-16.0,102.0,-3.0,104.0,104.0,-7.0
CCOC(=O)NNC1CC(=O)N(c2ccc(OC)cc2)C1=O (stereo not given),2.0,102.0,107.0,-1.0,104.0,-1.0,105.0,-2.0,100.0,103.0,1.0

# Compound activity as filed in PubChem.
